Screening data deposited in PubChem BioAssay by National Center for Advancing Translational Sciences (NCATS).
TSG101-PTAP inh: qHTS Assay for Iinhibitors of HIV-1 Budding by Blocking the Interaction of PTAP/TSG101 | Tumor susceptibility gene 101 protein (Homo sapiens), Q99816 | Fluorescence polarization, FITC-PTAP peptide / Tsg101 binding | Potency, µM (titrated, usually from 115 µM), without a hit: at the highest dose activity change, negative = inhibition, most hits filed as inhibitors | 340,000 tested, under 10 active; active = well fitted inhibition curve with a large enough effect in the main read-out, with a control signal flat, not every such curve was filed as active; inconclusive = small, poorly fitted or top-dose-only effect, or effect the other way, or a change in a side signal; inactive = no such curve, though single readings can be large or run the other way; also: potency is read from the fitted curve at half-maximal effect; % of control where 0% means no effect
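Steps: Tsg101 binding domain dispensed (10 uM final), compounds pinned in DMSO, FITC-labeled PTAP-motif peptide added (50 nM final); after 20 min binding at room temperature, polarization measured.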
Tb PFK block: qHTS Assay to Find Inhibitors of T. brucei phosphofructokinase | ATP-dependent 6-phosphofructokinase (Trypanosoma brucei brucei), O15648 | T. brucei PFK, ADP-Glo luminescence | Potency, µM (series often up to 57.5 µM), for inactives: at the top dose activity, negative = inhibition, most hits filed as inhibitors | 0.17% of 330,000 active;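 also: potency is read from the fitted curve at half-maximal effect; 0% = uninhibited 1x PFK enzyme wells and -100% = no-enzyme wells; nearly all actives have a fitted effect of over 60% in size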
Target sequence (O15648 whole entry, looked up): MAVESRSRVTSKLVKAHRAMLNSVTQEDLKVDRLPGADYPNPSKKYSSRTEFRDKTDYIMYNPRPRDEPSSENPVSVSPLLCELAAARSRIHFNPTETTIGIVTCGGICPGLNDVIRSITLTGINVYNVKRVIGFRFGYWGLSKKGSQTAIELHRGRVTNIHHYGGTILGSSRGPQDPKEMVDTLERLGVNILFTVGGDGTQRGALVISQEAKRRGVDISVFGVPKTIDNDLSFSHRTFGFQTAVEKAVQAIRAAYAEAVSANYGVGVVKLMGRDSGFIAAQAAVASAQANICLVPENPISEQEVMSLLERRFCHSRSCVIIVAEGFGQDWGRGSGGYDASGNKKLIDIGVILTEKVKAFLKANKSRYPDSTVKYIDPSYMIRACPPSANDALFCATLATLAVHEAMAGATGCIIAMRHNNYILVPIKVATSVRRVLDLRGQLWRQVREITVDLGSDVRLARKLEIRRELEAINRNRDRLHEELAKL
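PFK 1.25 nM, F6P 0.5 mM, ATP 0.1 mM, 0.1 M TEA pH 8.0, 5 mM MgCl2, 0.01% Tween20, 0.1% BSA; 45 min RT. ADP-Glo readout. qHTS titration up to 57 uM; curves fitted, compounds curve-classed.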
ASM inhibitor: Inhibitors of Secretory Acid Sphingomyelinase (S-ASM): qHTS | Potency, µM (highest dose often 57.5 µM), without a hit: top-dose activity change, negative = inhibition, usual class: inhibitors | placental ASM, HMU-PC fluorogenic substrate, 60 min | Sphingomyelin phosphodiesterase (Homo sapiens), P17405 | AID 504937, 2011 | 0.006% of 340,000 active; also: potency is read from the fitted curve at half-maximal effect
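HMU-PC0 cleavage (9 uM final) by human placental ASM, 60 min at 37 °C following 10 min compound exposure at RT; stopped at pH 10, fluorescence Ex 386/Em 447 nm.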
ELG1 repair inh: qHTS screen for small molecules that inhibit ELG1-dependent DNA repair in human embryonic kidney (HEK293T) cells expressing luciferase-tagged ELG1 | AID 504467, 2011 | HEK293T ELG1-luciferase reporter, luminescence, 16 h; DNA damage induced by 5-fluorouridine | Potency, µM (top dose mostly 46.1 µM), inactives show at the top dose activity change, negative = inhibition, most hits filed as inhibitors | 2.3% of 330,000 active; also: potency is read from the fitted curve at half-maximal effect; % is scaled to controls: 0 for no effect and ±100 for the full control effect; nearly all actives have a fitted effect of over 55% in size
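Cells (2,000 per well) received 5-fluorouridine plus test compound or DMSO and were incubated 16 hr at 37 °C, 5% CO2. Luciferase activity was read by luminescence 30 min after ONE-Glo addition; signal suppression marked inhibition of damage-induced ELG1 function.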
TCR act: Activators of T cell receptors: qHTS campaign | primary human leukocytes, anti-CD3, IL-2 HTRF, 48 h | Potency, µM (series often up to 9.22 µM), for inactives: at the highest dose activation of IL-2 secretion, most hits filed as activators | 330,000 tested, under 10 active; also: % of control where 0% means no effect
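Readout: HTRF IL-2, Eu-cryptate/d2 antibody pair, 320nm excitation, 665nm emission. Stimulus: a-CD3 beads, no co-stimulation. Cells: primary human leukocytes. Exposure: 48 hr with compound.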
a7 integrin act: qHTS for Activators of Integrin-Mediated Alleviation for Muscular Dystrophy. alpha7betagal myoblasts, beta-gal FDG fluorescence, 48 h. Potency, µM (highest dose often 38.3 µM), for inactives: top-dose activation, usual class: activators. 0.064% of 350,000 active. AID 624291, 2012;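 also: potency is read from the fitted curve at half-maximal effect; 100% = response of the positive control SU9516; nearly all actives have a fitted effect of over 60% in size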
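alpha7betagal+/- myoblasts (passage 13, 250/well) treated 48 h at 37C with compounds at 1:260 dilution of DMSO stock. Lysed, then beta-galactosidase activity read as FDG fluorescence (ex 480/em 540) after 30 min, with pre-read for autofluorescence.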
TSHR antagonist: Antagonists of the Thyroid Stimulating Hormone Receptor: HTS campaign; Thyrotropin receptor (Homo sapiens), P16473; TSHR-expressing cells, TSH-stimulated cAMP HTRF, 2 h; hits give low values; activity change, negative = inhibition, % at 11.5 µM; 0.2% of 330,000 active; AID 504810, 2011;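 active = activity change below a set negative limit, meaning inhibition stronger than a set level, cut at about -70% in these data; inconclusive = activity change between two set negative limits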; also: % is scaled to controls: 0 for no effect and ±100 for the full control effect
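Inhibition of cAMP made by TSHR-expressing cells under TSH stimulation (4nM final, EC80; 2 h, 37 deg C) is quantified with a one-step lysis HTRF kit, anti-cAMP cryptate versus cAMP-d2.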
Chronic BCR inh: qHTS Assay to Find Inhibitors of Chronic Active B-Cell Receptor Signaling | 0.05% of 340,000 active | ABC-DLBCL IkBa-CBG/CBR reporter, luminescence ratio, 4 h | Potency, µM (series often up to 46.1 µM), without a hit: at the top dose ratio change, negative = lower green/red ratio, hits mostly inhibitors; active = well fitted inhibition curve with a large enough effect in the signal ratio, with a control signal flat, not every such curve was filed as active; inconclusive = small, poorly fitted or top-dose-only effect, or effect the other way, or a change in a side signal; the % refers to the signal ratio;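 also: potency is read from the fitted curve at half-maximal effect; plate controls were basal doxycycline-induced cells for no effect and cells given 10 µM MG132 for full effect; MG132 reads +100%, hits lower the ratio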
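Cell line TMD8 (human ABC DLBCL), stably expressing tet-inducible CBG68-IkBa fusion and CBR; IMDM/0.5% FBS; cpd up to 46 uM; dox induction, 4 h, 37C/5% CO2; dual luminescence; green/red ratio; MG132 control.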
AT treatment: qHTS Assay for Identifying a Potential Treatment of Ataxia-Telangiectasia; 0.19% of 320,000 active; Potency, µM (doses to about 57.5 µM), inactives show top-dose activation, most hits filed as activators; […] A-T fibroblasts, KAP-1 phosphorylation AlphaLISA; neocarzinostatin DNA damage 30 min before lysis; also: potency is read from the fitted curve at half-maximal effect; % of control where 0% means no effect; nearly all actives have a fitted effect of over 45% in size
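ATM-like activity read as KAP-1 phosphorylation via AlphaLISA donor/acceptor antibody pairs after lysis and 6 hr at 25C. Cells were ATM-null patient fibroblasts ([…], hTERT), dosed 60 min, then exposed to the DSB inducer NCS for 30 min.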
Mito fusion yeast: qHTS Assay for Small Molecule Inhibitors of Mitochondrial Division or Activators of Mitochondrial Fusion. Potency, µM (highest dose often 46.1 µM), inactives show at the top dose growth rescue (activation), usual class: activators. S. cerevisiae fusion-defective mutant growth rescue, CellTiterGlo 48 h. 0.23% of 320,000 active;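 also: potency is read from the fitted curve at half-maximal effect; % of control where 0% means no effect; nearly all actives have a fitted effect of over 45% in size; temperature-sensitive fusion mutants such as fzo1-1 at 37 °C on non-fermentable ethanol glycerol medium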
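Read-out: ATP-based luminescence (CellTiterGlo, 10 min ambient) reporting growth of fusion-defective ts yeast after 48 hours at 37C on glycerol/ethanol YPEG medium in the presence of compound.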
Eya2 phos inh: qHTS Assay for Inhibitors of the Phosphatase Activity of Eya2 | recombinant Eya2, OMFP fluorescence dephosphorylation (OMFP is methylfluorescein phosphate) | 0.006% of 330,000 active | Protein phosphatase EYA2 (Homo sapiens), O00167 | Potency, µM (doses to about 76.9 µM), inactives show top-dose activity, negative = inhibition, usual class: inhibitors; also: potency is read from the fitted curve at half-maximal effect; % is scaled to controls: 0 for no effect and ±100 for the full control effect
Target sequence (O00167 whole entry, looked up): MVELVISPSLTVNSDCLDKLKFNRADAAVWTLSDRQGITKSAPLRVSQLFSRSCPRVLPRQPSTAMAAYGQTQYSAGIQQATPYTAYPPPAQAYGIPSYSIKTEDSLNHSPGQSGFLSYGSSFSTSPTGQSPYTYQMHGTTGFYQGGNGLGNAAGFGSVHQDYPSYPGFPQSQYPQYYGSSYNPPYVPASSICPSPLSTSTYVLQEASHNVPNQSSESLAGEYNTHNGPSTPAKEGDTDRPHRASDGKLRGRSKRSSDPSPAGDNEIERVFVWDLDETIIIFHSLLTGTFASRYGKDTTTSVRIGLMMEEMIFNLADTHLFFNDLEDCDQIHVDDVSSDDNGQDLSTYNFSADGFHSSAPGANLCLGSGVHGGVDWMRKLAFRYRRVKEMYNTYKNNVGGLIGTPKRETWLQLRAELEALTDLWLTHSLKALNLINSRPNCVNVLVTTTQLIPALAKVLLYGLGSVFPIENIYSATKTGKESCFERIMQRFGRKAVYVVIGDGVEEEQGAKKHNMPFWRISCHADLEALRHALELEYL
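Eya2 protein (added as 0.2 uM solution) was preincubated with compound for 10 min at ambient temperature in 50 mM HEPES pH 7.5, 50 mM NaCl, 5 uM MgCl2, 0.05% BSA, 1 mM DTT. OMFP (added at 50 uM) then reacted 10 min; fluorescence read at 485/525 nm.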
* marks the source's active call; other numbers are inactive results; ? = inconclusive; nt = no result given; [ ] = dose if it differs, or a comment. Unless noted, calls follow the shape of the dose curve; as a rule, active = well fitted curve in the direction sought with a large enough effect; inconclusive = small, poorly fitted or top-dose-only effect, or another doubt; inactive = no such curve, though single readings can be large; an effect the other way counts as inactive or inconclusive.

structure	Mito fusion yeast	Eya2 phos inh	TSG101-PTAP inh	a7 integrin act	Chronic BCR inh	AT treatment	TCR act	ELG1 repair inh	Tb PFK block	TSHR antagonist	ASM inhibitor
CCOc1ccccc1CN1CCN(Cc2cn(C)nc2-c2ccccc2)CC1CCO (stereo not drawn)	-4%	-6%	-4%	0%	-12%	-2%[11.5 µM]	2%	0%	4%	-3	-1%
CN(C)CCCn1c2c(c(SCC(=O)Nc3ccc4c(c3)OCO4)nc1=O)CCC2	-13%	13%	-4%	10%	-7%	0%	nt	2%	-3%	4	-4%
CC(C(=O)Nc1ccc(F)c(F)c1)N1CCN(C)CC1 (stereo not drawn)	-2%	8%	0%	-1%	2%	-30%	8%	-8%	0%	-3	0%
COC(=O)c1sccc1NC(=O)COc1cccc(C)c1	?	-26%	1%	-25%	?	3%	4%	8%	-2%	2	-9%
Cc1nn(C(C)C(=O)NC2CCCCCC2)c(=O)c2nn(-c3ccccc3)c(C)c12 (stereo not drawn)	-5%	-4%	0%	1%	-2%	-8%	-1%	2%	0%	-6	5%
Clc1ccc2nc(CN3CCCCC3)cn2c1	3%	-7%	-3%	-14%	1%	-4%	-1%	8%	0%	6	3%
CCN(CC)Cc1oc(-c2ccccc2)cc1C(=O)O	3%	2%	0%	-26%	?	3%	-5%	?	-3%	17	5%
N#C/C(=C\c1ccc(O)cc1)C(=O)NCc1cccc(Cl)c1	26%	-8%	-5%	-9%	2%	-18%	-3%	-7%	-24%	0	-2%
COc1cc([N+](=O)[O-])ccc1NC(=O)NCc1cccnc1	0%	18%	-2%	-16%	7%	?	5%	-11%	-6%	-76*	-1%
COc1ccc(/C=N/NC(=O)c2ccccc2NC(=O)c2ccco2)c(OC)c1	-9%	6%	-1%	-26%	?	32%	2%	0%	0%	20	-1%

Quoted at random: 5 records from the list.
structure	Mito fusion yeast	Eya2 phos inh	TSG101-PTAP inh	a7 integrin act	Chronic BCR inh	AT treatment	TCR act	ELG1 repair inh	Tb PFK block	TSHR antagonist	ASM inhibitor
CCN(CC)Cc1oc(-c2ccccc2)cc1C(=O)O	3%	2%	0%	-26%	?	3%	-5%	?	-3%	17	5%
CC(C(=O)Nc1ccc(F)c(F)c1)N1CCN(C)CC1 (stereo not drawn)	-2%	8%	0%	-1%	2%	-30%	8%	-8%	0%	-3	0%
COc1cc([N+](=O)[O-])ccc1NC(=O)NCc1cccnc1	0%	18%	-2%	-16%	7%	?	5%	-11%	-6%	-76*	-1%
COC(=O)c1sccc1NC(=O)COc1cccc(C)c1	?	-26%	1%	-25%	?	3%	4%	8%	-2%	2	-9%
N#C/C(=C\c1ccc(O)cc1)C(=O)NCc1cccc(Cl)c1	26%	-8%	-5%	-9%	2%	-18%	-3%	-7%	-24%	0	-2%

(list continues)
structure	Mito fusion yeast	Eya2 phos inh	TSG101-PTAP inh	a7 integrin act	Chronic BCR inh	AT treatment	TCR act	ELG1 repair inh	Tb PFK block	TSHR antagonist	ASM inhibitor
Cn1c(SCC(N)=O)nnc1C1CCN(C(=O)NCc2ccccc2)CC1	-2%	-2%	-4%	-2%	3%	3%	0%	9%	0%	-2	-3%
CCC(Oc1ccccc1)C(=O)Nc1nc2c(s1)C(=O)CC(C)(C)C2 (stereo not drawn)	1%	1%	-6%	11%	3%	2%	nt	-12%	-4%	-18	9%
COc1ccc(C(=O)NC2=NCCS2)cc1S(=O)(=O)N1CCCCC1C (stereo not drawn)	-2%	-8%	-2%	5%	?	0%	1%	5%	-2%	7	-1%
CC(C)(C)OC(=O)NCC(=O)NNC(=O)C(C(=O)OCc1ccccc1)c1ccccc1 (stereo not drawn)	nt	6%	0%	nt	0%	0%	4%	14%	2%	9	7%
COc1cc(OC)cc(C(=O)N[C@H](C(=O)NNC(=O)c2ccc(Br)cc2)C(C)C)c1	nt	-1%	-5%	-8%	0%	7%	10%	-28%	9%	-8	-2%
COc1ccc(NC(=O)/C=C/c2ccc(OC)c(OC)c2)cn1	-5%	4%	0%	-2%	?	0%	nt	-16%	5%	-4	-4%
Cn1c(=O)c(C(=O)NCC2CCCO2)c(O)c2ccccc21 (stereo not drawn)	3%	-2%	3%	-17%	-11%	7%	-2%	?	1%	-14	-4%
Cn1c(C(=O)O)ccc1S(=O)(=O)N1CCCCCC1	0%	-8%	-4%	1%	10%	0%	-2%	-1%	6%	-4	3%
CN(C)CCCNC(=O)c1cc(C(=O)c2ccccc2)c[nH]1	0%	-6%	-6%	42%	?	10%	1%	11%	-1%	-3	0%
CCCCC(CC)CNS(=O)(=O)c1ccc2c(c1)CCN2C(=O)CCC(=O)O (stereo not drawn)	-2%	3%	-6%	-3%	4%	nt	-11%	1%	0%	-10	2%
CN(C)CCOCCOc1ccc(Cl)cc1C(C)(C)C	-11%	3%	-1%	-74%[inhibitor]	?	1%	3%	3%	-2%	-5	-2%
CN(C)S(=O)(=O)c1ccc(C(=O)Nc2nnc(-c3cccs3)o2)cc1	9%	-8%	-8%	-25%	3%	-4%	9%	?	9%	-8	5%
Cc1noc2ncnc(Oc3ccccc3Cl)c12	-4%	8%	-8%	-16%	-16%	-5%	-2%	9%	7%	0	0%
O=C(NC1CCCCCC1)C1c2ccccc2C(=O)N1CCCN1CCOCC1 (stereo not drawn)	0%	0%	-8%	-4%	8%	-3%	-4%	-1%	0%	-6	5%
COc1cc(C(=O)NCC(=O)N/N=C(\C)Cc2ccccc2)cc(OC)c1OC	-6%	-1%	-9%	22%	-10%	-3%	-5%	?	-1%	1	6%
c1ccc2sc(NN=C3CCCCCC3)nc2c1	4%	0%	-1%	14%	?	-2%	nt	?	1%	-1	4%
CCS(=O)(=O)c1ccc2oc(SCC(=O)NC3CCCC(C)C3C)nc2c1 (stereo not drawn)	?	-10%	0%	25%	?	3%	3%	?	0%	-14	-1%
Cc1cccc(-c2c3c(=O)n(C)c(=O)n(C)c3cn2-c2ccccc2O)c1	4%	2%	-2%	-5%	?	0%	-11%	-26%	1%	3	-1%
Cc1ccc(OC(C)C(=O)Nc2ccc(Cl)cn2)c([N+](=O)[O-])n1 (stereo not drawn)	nt	7%	1%	3%	0%	9%	-6%	?	0%	nt	0%
Cc1ccc(NC(=O)C2CC(=O)N(c3ccc4c(c3)OCCO4)C2)cc1S(=O)(=O)N1CCCCCC1 (stereo not drawn)	4%	20%	-4%	-24%	?	3%	0%	?	6%	-26	-9%
O=C(Nc1ccn(Cc2ccccc2F)n1)c1ccc(COc2ccc(Br)cc2)cc1	2%	-2%	-6%	-38%[inhibitor]	11%	14%	-1%	8%	-3%	?	-4%
CN=c1scc(-c2cccs2)n1/N=C/c1ccc(O)c(O)c1O	6%	0%	0%	-25%	7%	-3%	-3%[46.1 µM]	?	-8%	-23	-9%
